Compound activity from PubChem BioAssay.
RmlCD inh 1536 = blocks M. tuberculosis RmlC and RmlD coupled enzymes; RmlC+RmlD coupled enzyme assay, percent inhibition; primary screen in compound mixtures; P9WH09+P9WH11; 0.03% of 160,000 active; inhibition, % at 3.6 µM; in the data active = inhibition mostly above about 34%, no sharp cut-off; also: some results filed as inactive read as strong as hits
Target sequence (P9WH09 whole entry, looked up): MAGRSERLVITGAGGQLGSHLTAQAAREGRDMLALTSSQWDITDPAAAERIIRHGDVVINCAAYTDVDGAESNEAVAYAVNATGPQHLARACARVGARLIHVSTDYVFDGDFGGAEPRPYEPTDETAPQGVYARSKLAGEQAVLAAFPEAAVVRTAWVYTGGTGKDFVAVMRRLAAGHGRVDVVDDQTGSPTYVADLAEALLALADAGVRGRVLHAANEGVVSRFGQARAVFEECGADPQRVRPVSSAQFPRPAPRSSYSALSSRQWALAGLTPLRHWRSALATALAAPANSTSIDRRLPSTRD
Target sequence (P9WH11 whole entry, looked up): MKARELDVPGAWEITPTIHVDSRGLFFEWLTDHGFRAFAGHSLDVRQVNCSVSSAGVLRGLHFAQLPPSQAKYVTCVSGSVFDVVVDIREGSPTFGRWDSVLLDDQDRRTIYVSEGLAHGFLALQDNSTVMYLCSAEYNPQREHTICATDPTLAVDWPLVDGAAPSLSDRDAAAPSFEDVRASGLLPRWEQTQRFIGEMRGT
M. tuberculosis GlmU = inhibition of mycobacterial GlmU enzyme – biochemical, glucosamine-1-phosphate acetyltransferase (AID 1376) | M. tuberculosis GlmU acetyltransferase enzyme assay; higher % means a stronger effect | one-dose inhibition, %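 (tested at 30 µM in the primary screen)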; IC50 in µM for titrated hits | 0.25% of 220,000 active; in the data active = inhibition above about 13%;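 also: 0% = complete reaction with vehicle and 100% = reaction without substrate; strong numbers were not always called active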
* hit, by the source's call; x = not tested or not shown. Some of the compounds tested (hit frequency here may not be typical).

Fields – RmlCD inh 1536	M. tuberculosis GlmU
1. Cc1ccc(OCCSc2cc(C)nc(N)n2)cc1
    -9	0.0%
2. COc1ccc(CCNc2nc(-c3cccnc3)cs2)cc1OC
    10	5.0%
3. O=C(NCCN1CCCCCC1)C1CCC(CNS(=O)(=O)c2cccc3cccnc23)CC1 (stereo unspecified)
    x	-0.5%
4. O=C(NC1CC1)C1=C[C@@H](c2ccc(C(F)(F)F)cc2)C[C@@H](OCCCCO)O1
    x	0.6%
5. CCN(CC)S(=O)(=O)c1ccc(Cl)c(C(=O)Nc2cc(C)nn2-c2ccccc2C(F)(F)F)c1
    15	-4.3%
6. Clc1cccc(Cl)c1Cn1cc(Br)cn1
    x	2.7%
7. CC(C)=CCc1c(O)cc2oc3c(CC=C(C)C)c(O)c(O)c(CC=C(C)C)c3c(=O)c2c1O
    x	21%
8. O=C(c1cnn(-c2nc3ccccc3s2)c1)c1ccccc1O
    x	3.9%
9. O=C(Nc1ccc(F)cc1F)c1cccn(Cc2ccccc2)c1=O
    -1	-0.5%
10. COc1ccccc1N1CCN(C(=O)CSc2nnc(-c3ccoc3C)o2)CC1
    7	1.9%
11. Cc1cc(Br)ccc1OCCCCNC(C)(C)C
    18	-5.3%
12. O=C1c2ccccc2N2C(=O)c3ccccc3C2N1Cc1ccccc1 (stereo unspecified)
    5	2.4%
13. Clc1ccc(-c2ccn[nH]2)cc1
    -8	3.6%
14. C/C(=N\Nc1ccccc1)c1c(O)n(-c2ccccc2)c(=O)[nH]c1=O
    8	0.2%
15. COC(=O)Nc1ccc(S(=O)(=O)N2CCN(C)CC2)cc1
    x	-1.4%
16. COc1ccc(/C=C/C(=O)NC(=S)NN2CCCCC2c2cccnc2)cc1 (stereo unspecified)
    -12	-0.9%
17. C/C(=N\NC(=O)C(c1ccncc1)N1CCOCC1)c1ccc(Br)cc1 (stereo unspecified)
    x	1.4%
18. CC1(c2ccccc2)NC(=O)N(CC(=O)NC(=O)NCc2ccco2)C1=O (stereo unspecified)
    0	2.3%
19. N#C/C(=N\Nc1cc(Cl)cc(Cl)c1)c1nnc2n1CCCCC2
    -8	-1.8%
20. O=C1CC(O)(C(F)F)Oc2ccc3ccccc3c21 (stereo unspecified)
    x	9.0%

3 entries out of the list, ordered by formula weight, smallest number first:
Fields – RmlCD inh 1536	M. tuberculosis GlmU
1. Cc1ccc(OCCSc2cc(C)nc(N)n2)cc1
    -9	0.0%
4. O=C(NC1CC1)C1=C[C@@H](c2ccc(C(F)(F)F)cc2)C[C@@H](OCCCCO)O1
    x	0.6%
10. COc1ccccc1N1CCN(C(=O)CSc2nnc(-c3ccoc3C)o2)CC1
    7	1.9%

Other results follow.
Fields – RmlCD inh 1536	M. tuberculosis GlmU
21. O=C(CSc1nncn1-c1ccccc1)Nc1ccc(N2CCOCC2)cc1
    -3	7.3%
22. COC(=O)Nc1sc2c(c1C(=O)NCc1ccco1)CCC2
    -6	0.1%
23. CC(=O)Nc1ccc(C(=O)OCC(=O)c2ccc(C)c([N+](=O)[O-])c2)cc1
    -6	7.5%
24. O=C(NCc1ccccc1)C1=C[C@H](c2coc3ccccc3c2=O)C[C@H](OCc2ccc(CO)cc2)O1
    x	0.0%
25. Clc1ccc(COC(Cn2ccnc2)c2ccc(Cl)cc2Cl)cc1 (stereo unspecified)
    x	-0.2%
26. COc1ccc(C(C(=O)NC2CCCCC2)N(Cc2cccs2)C(=O)Cc2c[nH]c3ccccc23)cc1 (stereo unspecified)
    18	9.3%
27. N#Cc1nc(-c2cccs2)oc1N1CCN(Cc2ccccc2)CC1
    -11	1.4%
28. CCN(CC)c1ccc(/C=N/NC(=S)NCc2ccccc2)cc1
    x	1.2%
29. CC(C)Cn1c(-c2cc([N+](=O)[O-])ccc2Cl)nc2c1c(=O)[nH]c(=O)n2Cc1ccccc1
    -5	-4.6%
30. CC(=O)O/N=C/c1c(N2CCOCC2)n(C)c2ccccc12
    1	5.0%
31. O=C1c2ccccc2-c2nc3ncnn3c(-c3ccccc3)c21
    x	-3.2%
32. CCOC(=O)Cn1nc(-c2ccc(F)cc2)oc1=O
    x	-3.4%
33. CC(C)(C)OC(=O)N/N=C\c1cccnc1
    -11	7.0%
34. O=C(O)Cn1c(=O)cnc2ccccc21
    x	-6.5%
35. CCc1noc(C)c1C(=O)N1CCCC(CCC(=O)NCc2ccc(F)c(F)c2)C1 (stereo unspecified)
    8	-1.8%
36. Cc1cc(C)c2[nH]c(=O)c(CN(Cc3ccccc3)C(=S)NCCCN(C)C)cc2c1
    -5	-3.9%
37. COC(=O)c1ccc(N/C(C)=C/C(=O)c2ccc(C)o2)cc1
    10	1.2%
38. O=C(/C=C/c1ccccc1Cl)NCc1ccccc1
    x	-1.9%
39. CCOC(=O)c1c(NC(=O)c2cc(C)oc2C)sc(C(=O)Nc2ccc(Cl)cc2)c1C
    x	0.6%
40. O=C1NC(=O)N(c2ccccc2)C(=O)/C1=C/c1ccoc1
    12	-0.6%

No new results follow: an excerpt of the list.
Fields – RmlCD inh 1536	M. tuberculosis GlmU
34. O=C(O)Cn1c(=O)cnc2ccccc21
    x	-6.5%
35. CCc1noc(C)c1C(=O)N1CCCC(CCC(=O)NCc2ccc(F)c(F)c2)C1 (stereo unspecified)
    8	-1.8%
36. Cc1cc(C)c2[nH]c(=O)c(CN(Cc3ccccc3)C(=S)NCCCN(C)C)cc2c1
    -5	-3.9%
37. COC(=O)c1ccc(N/C(C)=C/C(=O)c2ccc(C)o2)cc1
    10	1.2%

The results go on.
Fields – RmlCD inh 1536	M. tuberculosis GlmU
41. COc1ccc(NC(=O)CN(c2ccccc2)S(=O)(=O)N(C)C)cc1Cl
    -6	5.5%
42. CCOC(=O)Cc1cc(=O)n2[nH]c(C)c(-c3ccc(OC)cc3)c2n1
    0	1.8%
43. Cc1cc(N2CCOCC2)ccc1/C=C1\C(=O)NC(=O)N(c2ccccc2)C1=O
    2	3.7%
44. CCOC(=O)C(C)Sc1nc2c(c(=O)[nH]c(=O)n2C)n1CCc1ccccc1 (stereo unspecified)
    4	0.8%
45. CCOC(=O)CSc1nnc(CNc2cccc(Cl)c2)n1-c1ccccc1
    x	-16%
46. Cc1ccc(NC(=O)Cn2nnc(C(=O)Nc3ccc(C)c(C)c3)c2N)cc1
    8	-0.6%
47. Cn1c(O)c(N=Nc2cccc(S(=O)(=O)N3CCOCC3)c2)c(=O)n(C)c1=O
    -13	3.0%
48. COc1ccc(C(=O)N/C(=C\c2ccco2)C(=O)NC2CCS(=O)(=O)C2)cc1 (stereo unspecified)
    7	6.2%
49. Cc1ccc(-n2[nH]c(C)c(/C=C3/C=Nc4ccccc43)c2=O)cc1C
    x	-5.4%
50. CCCC(C)NC1=NCCCCC1 (stereo unspecified)
    -11	4.1%
51. COc1ccc(CNC(=O)CCCCCn2c(SCC#N)nc3cc4c(cc3c2=O)OCO4)cc1
    -5	0.6%
52. O=C(c1ccccc1[N+](=O)[O-])N1CCC(Cc2ccccc2)CC1
    x	2.4%
53. CC(=O)c1c(C)n(Cc2ccccc2Cl)c2ccc(O)cc12
    11	3.3%
54. COc1ccc(OCCSc2ncn[nH]2)cc1
    x	-5.0%
55. O=C(COC(=O)/C=C/c1ccccc1)NCC1CCCO1 (stereo unspecified)
    -15	-5.9%
56. Cc1ccc(C(=O)NCCc2cc3ccc(C)c(C)c3[nH]c2=O)cc1[N+](=O)[O-]
    5	6.2%
57. c1ccc2sc(N3CN(CCN4CCOCC4)CN(c4nc5ccccc5s4)C3)nc2c1
    4	-2.0%
58. COc1ccccc1N(CN1C(=O)c2ccccc2C1=O)C(=O)c1cccnc1
    -6	0.7%
59. COCCNC(=O)CN(C(=O)Cn1nnc2ccccc21)c1ccc(F)c(Cl)c1
    x	-3.3%
60. C=CCn1c(=O)c(C(=O)Nc2ccccc2S(N)(=O)=O)c(O)c2ccccc21
    10	1.1%
61. COc1c(O)ccc2c1-c1c3c(cc4c1C(C2)N(C)CC4)OCO3 (stereo unspecified)
    x	-4.8%
62. CCOC(=O)c1c2c3c(c(Cl)ccc3[nH]c1=O)C(=O)c1ccccc1-2
    -7	1.6%
63. O=C(COc1ccc(Cl)cc1[N+](=O)[O-])N1CCCCCC1
    -11	-2.2%
64. Cc1c(O)ccc2c(CN3CCN(CCO)CC3)cc(=O)oc12
    x	-4.8%
65. COCCN1C(=O)C(=O)/C(=C(/O)c2ccc(S(=O)(=O)N3CCOCC3)cc2)C1c1ccc(O)cc1 (stereo unspecified)
    13	-6.3%
66. CNC(=O)Cn1c(C)cc(=O)c2cccc(C)c21
    3	6.6%
67. COC(=O)Cc1c(C)nc2nc(-c3ccc(C)cc3)[nH]n2c1=O
    -9	-3.9%
68. O=c1oc2ccccc2n1CSc1nc2ccccc2s1
    74	5.1%
69. CCCCOc1ccc(C(=O)OC(C)CN(C)C)cc1 (stereo unspecified)
    3	x
70. C/C(=N\Nc1ccc(C#N)cc1[N+](=O)[O-])c1ccc(O)cc1
    x	3.8%
71. Cc1cccc(NC(NC(=O)c2cccnc2)C(Cl)(Cl)Cl)c1 (stereo unspecified)
    x	1.9%
72. CCc1ccc2nc3sc(C(=O)O)cc3cc2c1
    6	10%
73. Cc1cccc(NC(=O)c2cc3c(s2)-c2c(C)cccc2OC3)n1
    7	0.7%
74. Cc1c(O)ccc(C(=O)COc2ccccc2F)c1O
    x	8.1%
75. CSCCC1NC2(C(=O)Nc3c2ccc(Cl)c3C)[C@@H]2C(=O)N(C3CCCC3)C(=O)[C@H]12 (stereo partly specified)
    11	0.0%
76. COc1ccc(CCNC(=O)c2ccc(N(C)S(=O)(=O)c3ccc(C)cc3)cc2)cc1
    6	0.6%
77. COc1ccc(C2C3=C(CCCC3=O)Nc3n[nH]c(C)c32)cc1OC (stereo unspecified)
    5	-3.2%
78. CCCn1c(-c2cccs2)nc2ccccc21
    6	1.6%
79. CCOC(=O)C1CCCN(C(=O)c2ccc(CNS(=O)(=O)c3ccc(C)cc3)cc2)C1 (stereo unspecified)
    4	-0.1%
80. O=C(c1ccccc1Cl)N1CCn2c1nc1ccccc12
    5	-2.9%
81. COc1ccc(CN2C(=O)NC(C)(c3ccc(C)cc3)C2=O)cc1F (stereo unspecified)
    8	-3.3%
82. O=C(CC1C(=O)NCCN1Cc1c(F)cccc1Cl)NCCCn1cccn1 (stereo unspecified)
    8	4.2%
83. COc1ccc(N2C(=O)C3CCCN3C2c2ccc(C)cc2)cc1 (stereo unspecified)
    -2	8.5%
84. CC1CCCC(C)N1/N=C/c1cc(Br)cc(Br)c1O (stereo unspecified)
    6	1.9%
85. COc1ccc(-n2c3c(c(=O)[nH]c2=O)C(NS(=O)(=O)c2ccc(Cl)cc2)(C(F)(F)F)C(=O)N3)cc1 (stereo unspecified)
    -7	5.6%
86. C=CCNC(=O)CCCc1ccccc1
    3	6.4%
87. CN1/C(=C\C=C(C#N)C#N)C(C)(C)c2ccccc21
    -12	-2.2%
88. Cc1cc(NC(=O)C2CCCCC2)n(-c2nc3ccccc3[nH]2)n1
    2	0.6%
89. CCOc1ccc(Nc2ccc(N3C(=O)CCC3=O)cc2[N+](=O)[O-])cc1
    -11	-3.5%
90. O=c1c(-c2ccc(Cl)cc2)[n+]([O-])c2ccccc2n1O
    63	-2.7%
91. Cc1cc(NC(=O)CSc2ncnc3sc4c(c23)CCC(C)C4)no1 (stereo unspecified)
    x	7.8%
92. CCOc1ccc2nc(SCC(=O)Nc3ccc4c(c3)OCCO4)[nH]c2c1
    5	-4.9%
93. CCSc1nnc(NC(=O)c2cc(C)oc2C)s1
    -6	-7.9%
94. O=C(COc1ccccc1)N1CCN(C2CC3CCC2C3)CC1 (stereo unspecified)
    x	1.3%
95. O=C(Cn1cc2c(n1)CCCC2)Nc1ccccc1Cl
    -13	1.3%
96. COC(=O)c1ccccc1NC(=O)CSc1nc2cccnc2n1C
    0	2.9%
97. C=CCn1c(Cc2cccs2)nnc1SCC(=O)Nc1ccc(C(=O)OCC)cc1
    -14	-1.0%
98. Cn1c(=O)c2c(nc(SCc3nc(N)nc(N4CCCCC4)n3)n2C)n(C)c1=O
    -6	0.8%
99. C=C(C)CSc1cc(C)c(C#N)c2nc3ccccc3n12
    12	-2.8%
100. CCCC(=O)Nc1ncnc2c1ncn2[C@@H]1O[C@@H]2COP(=O)(O)O[C@H]2[C@H]1OC(=O)CCC
    x	3.0%

Next part:
Fields – RmlCD inh 1536	M. tuberculosis GlmU
101. CCn1cnc2sc(C)c(C)c2c1=O
    x	3.6%
102. CC(C)(C)Cc1nnc(NC(=O)CN2C(=O)c3ccccc3C2=O)s1
    3	-1.4%
103. Cc1cccc(-n2cccc2)c1C#N
    x	5.2%
104. N#Cc1cccc(NC(=O)COC(=O)c2cccc(N3C(=O)c4ccccc4C3=O)c2)c1
    28	1.0%
105. Cc1ccccc1NC(=S)N(C)Cc1cccs1
    x	5.8%
106. C#Cc1ccc([C@@H]2C=C(C(=O)O)O[C@H](OCC)[C@H]2CCCO)cc1
    x	-4.9%
107. CCCCN1C(=O)/C(=C2/Sc3ccccc3N2C)S/C1=N\c1ncn[nH]1
    x	4.6%
108. CC(CN1C(C)CCCC1C)OC(=O)c1ccccc1Cl (stereo unspecified)
    14	-3.3%
109. CCCCN(CCCNC(=O)c1ccc2nc(N3CCOCC3)sc2c1)Cc1ccccc1
    x	2.6%
110. CN(C)Cc1c(O)ccc2ccccc12
    -5	-1.4%
111. Cc1csc2c(=O)sc(NC(=O)c3ccco3)nc12
    8	-1.9%
112. CCc1nc(NCCO)c(C#N)c2c1CSC(C)(C)C2
    -6	-3.5%
113. CCO[C@H]1OC(C(=O)N2CCN(C)CC2)=C[C@@H](C2CC2)[C@@H]1CCCO
    x	1.1%
114. CC(=O)Nc1nc2c(ncn2COCCOC(C)=O)c(=O)[nH]1
    x	1.5%
115. O=C1NC(=S)N/C1=C\C=C\c1ccccc1
    21	-6.6%
116. COc1ccc(NCN2C(=O)CCC2=O)cc1
    x	13%*
117. COC(=O)c1ccc(C23CC4(C2)[C@H](CN(Cc2ccc(C(F)(F)F)cc2)[C@@H]4c2ccccc2)C3c2ccc(C(F)(F)F)cc2)cc1 (stereo partly specified)
    x	-1.9%
